PvdQ inh = blocks Pseudomonas aeruginosa PvdQ acylase activity; inhibition, % at 10 µM; 340,000 compounds, 0.063% hits; purified PvdQ acylase, fluorescence plate reader; in the data active = inhibition above about 30%, passing the limit was not always enough;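 also: 0% = vehicle neutral wells and 100% = reference inhibitor wells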
Cardiac RTF inh = cardiac RTF calcium desensitization. P19429+P45379. IANBD-labeled cardiac RTF, Ca2+ fluorescence. inhibition, % at 7.15 µM. 340,000 compounds, 0.12% hits. AID 493244;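 active = inhibition above the mean inhibition of all tested compounds plus 3 SD, cut at about 17% in these data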;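 also: assay run at fixed EC70 calcium of 1.6 mM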
NSD2 inh = NSD2 (human) methyltransferase inhibition | O96028 | NSD2 peptide methylation, AlphaScreen, 120 min | inhibition, % at 12.5 µM | 310,000 compounds, 0.54% hits; in the data active = inhibition above about 50%
Keap1-Nrf2 PPI = Keap1-Nrf2 (human) interaction inhibition; Q14145; Keap1 Kelch-Nrf2 peptide fluorescence polarization, 1536-well; inhibition, % at 9.4 µM; 340,000 compounds, 0.15% hits; AID 504523; in the data active = inhibition above about 12%;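 also: human Keap1 Kelch domain with fluorescein labeled Nrf2 9mer peptide probe; 0% = neutral control wells and 100% = peptide positive control; higher means more block of Keap1 binding to Nrf2 peptide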
LANA DNA inh = inhibitors of KSHV LANA C-terminal domain DNA binding. MBP-C-LANA/FAM-LBS DNA binding, fluorescence polarization. inhibition, % at 9 µM. 340,000 compounds, 0.078% hits;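 active = highest replicate inhibition at or above 60% at 9 µM, even if other replicates fall short; inactive = all replicates below 60% inhibition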;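 also: 0% = neutral control wells and 100% = 4 µM acridine orange control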
PKA-R2B activ = PKA-R2B complex activation; P22694+P31323; PKA-R2B holoenzyme dissociation, Cy5-IP20 fluorescence polarization; R2B truncated from residue 108, S112A mutant; 0% DMSO only, 100% 113 µM cGMP; activation, % at 11.4 µM; 340,000 compounds, 0.079% hits;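 active = activation above a cutoff set at the mean over all compounds plus 3 SD, cut at about 18% in these data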;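 also: higher means more holoenzyme dissociation and a rise in polarization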
Target sequence (P31323 whole entry, looked up, other chains not shown, the tested form may be a part): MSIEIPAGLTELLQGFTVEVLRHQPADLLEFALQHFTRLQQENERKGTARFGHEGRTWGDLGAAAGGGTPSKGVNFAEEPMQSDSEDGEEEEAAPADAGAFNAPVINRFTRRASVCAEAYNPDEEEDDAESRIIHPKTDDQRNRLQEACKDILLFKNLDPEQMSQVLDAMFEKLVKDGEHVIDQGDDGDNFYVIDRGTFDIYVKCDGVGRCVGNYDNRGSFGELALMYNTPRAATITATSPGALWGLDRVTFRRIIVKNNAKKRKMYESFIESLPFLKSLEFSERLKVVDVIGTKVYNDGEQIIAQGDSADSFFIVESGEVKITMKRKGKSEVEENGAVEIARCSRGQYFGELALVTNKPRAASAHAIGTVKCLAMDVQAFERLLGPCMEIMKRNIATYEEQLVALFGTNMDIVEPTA
SR-BI uptake up = activators of SR-BI mediated HDL lipid uptake. CHO ldlA[mSR-BI] cells, DiI-HDL uptake fluorescence, 3 h; 100 = double the neutral-control signal. activation, % at 12.5 µM. 320,000 compounds, 0.096% hits. AID 504775;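 active = mean replicate activation of at least 60% and every replicate at or above 60%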;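 also: 0% = median plate neutral-control signal and 100% = twice that signal; values of inactives mirror those of a sister screen read the other way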
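Material: SR-BI-overexpressing, LDLR-lacking CHO cells | Dosing: Single compound concentration, delivered by pin transfer | Probe or stimulus: Labelled HDL, 10 µg/mL | Signal: Bottom-read cell fluorescence after medium removal, ex 550/em 595 nm | Schedule: 3 h, 37 °C | Evaluation: HDL uptake via cellular fluorescence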
SR-BI DiI inh = mouse SR-BI HDL lipid transfer inhibition. inhibition, % at 12.5 µM. ldlA[mSR-BI] CHO cells, DiI-HDL uptake fluorescence, 3 h. Q61009. 320,000 compounds, 0.96% hits. AID 488896;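 active = mean replicate inhibition of at least 70% and a set share of replicates each scoring 70 or more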;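 also: 0% = median of neutral control wells and 100% = median of positive control wells; values of inactives mirror those of a sister screen read the other way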
Arrestin-AP2 inh = blocks beta-arrestin peptide binding to AP2 adaptin; FITC-arrestin peptide / GST-AP2 beads, flow cytometry; AP2 beta2 appendage carries R879A mutation; inhibition, % at 10 µM; 340,000 compounds, 0.31% hits; AID 504490;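 active = inhibition above a set limit, near 3 SD of compounds lacking own fluorescence, cut at about 54% in these data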;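 also: plate controls were DMSO wells for no effect and 5 µM unlabelled arrestin peptide for full effect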
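Material – GST-tagged AP2 beta2-adaptin appendage (R879A) on 4 µm glutathione beads · Probe or stimulus – fluorescein-tagged arrestin peptide at 50 nM final · Timing – 12 min plus 1 h, RT · Detection – bead flow cytometry, FITC channel · Read-out basis – inhibition as reduced fluorescein signal on beads, percent · Medium – PBS plus Tween 20 (0.05%) and BSA (0.1%)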
DAGLB inh = blocks human DAGLB lipase activity | Q8NCG7 | inhibition, % at 5.17 µM | AID 504411 | HEK293T DAGLB membrane lysate, EnzChek fluorogenic substrate | 340,000 compounds, 0.059% hits; in the data active = inhibition above about 34%;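 also: 0% = enzyme with vehicle and 100% = wells lacking enzyme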
Target sequence (Q8NCG7 whole entry, looked up): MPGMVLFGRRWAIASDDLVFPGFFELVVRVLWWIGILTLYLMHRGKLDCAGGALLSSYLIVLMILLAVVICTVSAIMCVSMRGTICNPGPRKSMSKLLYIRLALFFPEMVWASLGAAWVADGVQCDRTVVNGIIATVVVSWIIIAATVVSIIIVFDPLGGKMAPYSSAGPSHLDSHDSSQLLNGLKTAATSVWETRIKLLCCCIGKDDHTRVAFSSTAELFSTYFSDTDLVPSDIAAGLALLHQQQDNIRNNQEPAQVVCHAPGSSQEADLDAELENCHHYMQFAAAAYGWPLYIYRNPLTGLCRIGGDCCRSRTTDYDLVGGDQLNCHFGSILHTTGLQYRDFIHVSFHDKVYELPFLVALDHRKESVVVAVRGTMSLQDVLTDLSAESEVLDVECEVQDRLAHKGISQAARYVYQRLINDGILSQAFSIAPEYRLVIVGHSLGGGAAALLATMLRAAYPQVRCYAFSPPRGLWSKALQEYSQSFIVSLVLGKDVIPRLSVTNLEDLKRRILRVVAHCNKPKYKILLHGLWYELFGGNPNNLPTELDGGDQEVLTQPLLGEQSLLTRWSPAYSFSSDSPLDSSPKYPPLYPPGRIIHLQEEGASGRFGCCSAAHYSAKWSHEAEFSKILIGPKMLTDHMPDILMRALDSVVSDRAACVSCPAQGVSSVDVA
The depositor's hits bear a star; x = no result given.

SMILES	PvdQ inh	Cardiac RTF inh	NSD2 inh	Keap1-Nrf2 PPI	LANA DNA inh	PKA-R2B activ	SR-BI uptake up	SR-BI DiI inh	Arrestin-AP2 inh	DAGLB inh
CCOc1nc(OCC)nc(-n2cc(-c3ccccc3)nn2)n1	-18	9	x	-5	0.3	-2	-21	21	-7	-6
O=C(CN1C(=O)CCS(=O)(=O)c2ccccc21)Nc1ccc(F)cc1	7	-10	0	-5	1.5	1	0	0	1	0
C(=N\Nc1ccccc1)/c1nc2ccccc2s1	-10	2	1	-8	0.5	-6	-6	6	4	-1
O=C1CN(Cc2nc3cc(Cl)ccc3c(=O)[nH]2)CCN1	-7	1	-1	-3	-0.5	-6	18	-18	1	1
COc1ccc(N2C(=O)c3ccc(C(=O)Nc4ccccc4OC)cc3C2=O)cc1	1	5	-3	-5	2.3	-12	-8	8	6	-2
Cc1nc2ccc(S(=O)(=O)Nc3ccccc3C)cc2s1	1	0	7	0	-0.8	-7	23	-23	21	-1
COc1cccc(NC(=O)c2nnn(CC(=O)Nc3cc(C)cc(C)c3)c2N)c1	-4	1	2	0	-0.4	-2	-12	12	25	-7
COc1cc(CN2CCN(Cc3ccc(C)cc3)C(CCO)C2)cc(OC)c1O (configuration not stated)	20	6	9	1	0.7	-6	0	0	30	0
Cc1ccsc1/C=N\NC(=O)c1n[nH]c2c1CCC2	-6	2	-3	-3	-0.9	-3	21	-21	-11	-1
O=C(COc1ccc(Br)cc1)Nc1ccc(Cc2ccncc2)cc1	-11	-8	-3	-3	-2.8	-2	18	-18	-12	-3

Compound profiles (already shown). Screens in order: PvdQ inh	Cardiac RTF inh	NSD2 inh	Keap1-Nrf2 PPI	LANA DNA inh	PKA-R2B activ	SR-BI uptake up	SR-BI DiI inh	Arrestin-AP2 inh	DAGLB inh
`COc1ccc(N2C(=O)c3ccc(C(=O)Nc4ccccc4OC)cc3C2=O)cc1` reads 1	5	-3	-5	2.3	-12	-8	8	6	-2
`C(=N\Nc1ccccc1)/c1nc2ccccc2s1` reads -10	2	1	-8	0.5	-6	-6	6	4	-1

(next part)
SMILES	PvdQ inh	Cardiac RTF inh	NSD2 inh	Keap1-Nrf2 PPI	LANA DNA inh	PKA-R2B activ	SR-BI uptake up	SR-BI DiI inh	Arrestin-AP2 inh	DAGLB inh
COc1cc(C(=O)NCc2nnc(SCC(=O)N3CCc4ccccc43)o2)cc(OC)c1OC	-8	-5	-5	-4	0.4	4	-27	27	8	0
COc1ccc(Cl)cc1NC(=S)NCc1cccnc1	4	-3	0	-6	-0.7	1	0	0	7	0
Cc1cc(C)nc(-n2nc(C)cc2NC(=O)CN2CCCC2)n1	-3	-7	-1	5	0.1	5	24	-24	4	2
CCn1c(=O)cc(OCC(=O)Nc2cccc(C)n2)c2ccccc21	-7	-15	0	7	0.0	-4	-6	6	11	2
CCNC(=O)C(C)Sc1ccc(Cl)cc1 (configuration not stated)	29	6	-1	0	0.3	3	17	-17	26	2
CCC(=O)Nc1ccc(C(=O)N/N=C/c2cccnc2)cc1	-11	-6	-3	0	1.5	-6	7	-7	-6	-1
CCN(CC)c1ccc2cc(-c3nc4ccccc4n3C)c(=O)oc2c1	14	-188	-6	-6	4.2	-10	-14	14	16	-58
CCCOc1ccc(/C=C/C(=O)OCC(=O)N(C)c2c(N)n(Cc3ccccc3)c(=O)[nH]c2=O)cc1OCC	-5	2	0	4	0.2	-3	-47	47	-6	-2
O=C(NC1CC1)c1cc(=O)c2ccccc2o1	4	-14	1	2	1.5	3	7	-7	22	0
CCN(C(=O)CSc1nc(-c2cccs2)nc2ccccc12)C1CCS(=O)(=O)C1 (configuration not stated)	7	8	0	-1	-1.3	10	-37	37	14	-1

Look-ups from the list.
In Cardiac RTF inh, COc1ccc(Cl)cc1NC(=S)NCc1cccnc1 reads -3
In PvdQ inh, COc1cc(C(=O)NCc2nnc(SCC(=O)N3CCc4ccccc43)o2)cc(OC)c1OC reads -8
In PvdQ inh, CCC(=O)Nc1ccc(C(=O)N/N=C/c2cccnc2)cc1 reads -11

(more compounds)
SMILES	PvdQ inh	Cardiac RTF inh	NSD2 inh	Keap1-Nrf2 PPI	LANA DNA inh	PKA-R2B activ	SR-BI uptake up	SR-BI DiI inh	Arrestin-AP2 inh	DAGLB inh
O=C(CSc1nc2ccccc2c(=O)n1-c1ccc(Cl)cc1)N/N=C/C=C/c1ccccc1[N+](=O)[O-]	-5	-19	0	0	-3.1	-10	-49	49	5	2
COC(=O)c1sc2nc(N)c(C#N)cc2c1N	-16	-6	-5	3	-0.4	10	-1	1	-2	1
CCCNS(=O)(=O)c1ccc(OCC(=O)Nc2ccccc2F)cc1	-12	3	-2	-6	-1.7	-3	-32	32	-10	2
CN(CC(=O)Nc1ncn[nH]1)S(=O)(=O)c1ccc(Cl)cc1	-9	-1	0	0	0.2	0	18	-18	14	2
O=C(O)c1oc2ccccc2c1CSc1ccc(Cl)cc1	3	-3	0	-6	0.4	-3	x	x	14	12
O=C(COC(=O)c1ccc([N+](=O)[O-])o1)Nc1cccc(S(=O)(=O)N2CCCCC2)c1	-1	5	4	-2	1.0	-3	-2	2	31	-2
CC(=O)Nc1ccc(N=Nc2ccc(O)cc2)cc1	-6	-6	4	-4	-1.0	-9	11	-11	16	10
COC(=O)[C@]1(Cc2ccccc2)N[C@H](c2ccc(-c3ccc(Cl)c(Cl)c3)cc2)[C@@H]2C(=O)N(C)C(=O)[C@@H]21	-15	-7	x	0	-0.1	14	8	-8	0	-1
O=C(Cn1cc(C(F)(F)F)ccc1=O)N/N=C/c1cccc(Cl)c1	-18	-4	-3	-2	0.4	-2	-2	2	1	1
Cc1nc2sccn2c(=O)c1S(=O)(=O)NCCc1ccccc1	15	-4	x	-3	0.2	-5	26	-26	13	-1
CC(=O)c1cccc(NC(=O)c2sc(Cl)nc2C)c1	1	-9	1	-9	-0.1	-14	-6	6	-6	-1
CC(C)C(=O)Nc1ccc(N2CCN(c3ccc(F)cc3)CC2)cc1	-9	-14	-12	1	-1.5	0	3	-3	27	0
Cc1ccccc1Cn1c(=O)n(Cc2ccco2)c(=O)c2ccccc21	0	5	0	3	4.1	10	-8	8	6	1
CC(C)(C)C(=O)O/N=C(\N)c1ccc(-c2csnn2)cc1	-4	-2	-1	-7	-0.1	6	-19	19	4	-3
CSCCC1NC(=O)N(CC(=O)Nc2cc(C)on2)C1=O (configuration not stated)	-2	-10	-1	3	0.0	-3	37	-37	0	1
COc1ccc(S(=O)(=O)NCc2ccc3c(c2)OCO3)cc1C(=O)O	-13	-4	-2	-7	2.2	-5	2	-2	-2	2
Nc1ccc(C(=O)N/N=C/c2c[nH]c3ccccc23)cc1	-6	-6	-5	-1	0.3	3	6	-6	2	0
O=C(NCCN1CCOCC1)c1cc([N+](=O)[O-])ccc1Cl	-14	-10	0	-9	-0.4	7	-2	2	4	1
Cc1cc(Br)ccc1NC(=O)CN1C(=S)NC(C)(C)CC1C (configuration not stated)	-5	14	-1	0	2.1	-4	-5	5	-2	0
O=C(Nc1cc(S(=O)(=O)N2CCCCC2)ccc1N1CCCCC1)C1CC1	12	0	3	2	-1.6	-5	x	x	-9	0

7 of the entries above in order of their number in PKA-R2B activ, low to high.
smiles | PvdQ inh | NSD2 inh | Keap1-Nrf2 PPI | LANA DNA inh | PKA-R2B activ | SR-BI uptake up | SR-BI DiI inh | Arrestin-AP2 inh | DAGLB inh
CC(=O)c1cccc(NC(=O)c2sc(Cl)nc2C)c1 | 1 | 1 | -9 | -0.1 | -14 | -6 | 6 | -6 | -1
O=C(Nc1cc(S(=O)(=O)N2CCCCC2)ccc1N1CCCCC1)C1CC1 | 12 | 3 | 2 | -1.6 | -5 | x | x | -9 | 0
Cc1cc(Br)ccc1NC(=O)CN1C(=S)NC(C)(C)CC1C (configuration not stated) | -5 | -1 | 0 | 2.1 | -4 | -5 | 5 | -2 | 0
CSCCC1NC(=O)N(CC(=O)Nc2cc(C)on2)C1=O (configuration not stated) | -2 | -1 | 3 | 0.0 | -3 | 37 | -37 | 0 | 1
Nc1ccc(C(=O)N/N=C/c2c[nH]c3ccccc23)cc1 | -6 | -5 | -1 | 0.3 | 3 | 6 | -6 | 2 | 0
CC(C)(C)C(=O)O/N=C(\N)c1ccc(-c2csnn2)cc1 | -4 | -1 | -7 | -0.1 | 6 | -19 | 19 | 4 | -3
O=C(NCCN1CCOCC1)c1cc([N+](=O)[O-])ccc1Cl | -14 | 0 | -9 | -0.4 | 7 | -2 | 2 | 4 | 1

The list goes on.
SMILES	PvdQ inh	Cardiac RTF inh	NSD2 inh	Keap1-Nrf2 PPI	LANA DNA inh	PKA-R2B activ	SR-BI uptake up	SR-BI DiI inh	Arrestin-AP2 inh	DAGLB inh
CCOc1ccc(-c2nc(C#N)c(NCc3ccco3)o2)cc1	5	6	0	-2	1.8	-10	-18	18	-4	-1
O=C(Cc1cccs1)Nc1nnc(COc2ccccc2)s1	4	3	0	2	-0.4	2	7	-7	3	0
COCCN1C(=O)N[C@@H](c2cccc(C(F)(F)F)c2)C(C(=O)OC)=C1C	-6	-2	x	-2	0.2	-14	12	-12	9	0
O=C(NCc1ccccc1)C(c1ccncc1)N(C(=O)c1csnn1)c1cccc(F)c1 (configuration not stated)	-3	-15	10	4	-0.3	6	43	-43	6	-1
c1ccc2c(c1)nc(NCCN1CCOCC1)c1nncn12	-18	-4	x	2	0.8	-7	x	x	-4	-1
Cc1cc(C(=O)Nc2ccccc2)c(C)o1	-5	3	33	-7	3.6	-12	-28	28	-10	2
CCOC(=O)CNC(=O)CSc1ncccc1-c1nc2ccccc2[nH]1	1	-2	-1	1	-14	8	0	0	-26	1
Cc1ccc(CN(CC(=O)N/N=C/c2ccccc2[N+](=O)[O-])S(=O)(=O)c2ccc(C)cc2)cc1	-9	-4	1	1	2.1	-6	25	-25	7	0
O=C(NC12CC3CC(CC(C3)C1)C2)N1CCC(n2nnc3ccccc32)CC1	-13	-9	1	-8	0.0	-4	7	-7	2	2
CCc1ccnc(NC(=O)NS(=O)(=O)c2ccc(C)cc2)c1	-3	x	-2	-3	-0.7	x	11	-11	24	x
CCCC12CN(C(=O)c3ccco3)CC(CCC)(CN(C(=O)c3ccco3)C1)C2=O	6	-3	1	-4	-0.1	-3	18	-18	8	-2
COc1ccc(C(=O)CSc2nnc(-c3ccccn3)n2Cc2ccco2)cc1	-8	2	3	1	-0.3	-10	-12	12	-1	0

Compound activity as filed in PubChem BioAssay.
